Source: PubChem (Sanford-Burnham Center for Chemical Genomics)
H9c2 TAG inh = inhibitors of triacylglycerol accumulation, primary screen, cell-based, uHTS, fluorescence, H9c2; H9c2 cells, Nile Red lipid (TAG) fluorescence; cells loaded with 200 µM oleic acid; inhibition, % at 12.5 µM; 230,000 tested, 0.66% active;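 active means pattern-corrected inhibition of lipid staining of at least 50% with the nuclear-stain viability signal not falling by more than 50%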;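 further: 0% = DMSO wells and 100% = triacsin C control wells; some results filed as inactive read as strong as hits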
H9c2 TAG inh DAPI viability = recorded beside H9c2 TAG inh, whose call it bears; DAPI nuclei signal change (viability), lower = more cytotoxic, %;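 whole-well DAPI fluorescence read on a plate reader as a viability signal; minus 50 percent equals half of cells still viable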
Active calls of the source: *. The list is partial, so the mix of outcomes need not match the whole.

no.	SMILES	H9c2 TAG inh	H9c2 TAG inh DAPI viability
1	COc1ccc(NC(=O)C(c2ccc(OC)cc2)N(Cc2ccco2)C(=O)CC2NC(=O)NC2=O)cc1 (stereo not given)	-13	4
2	COc1cc(-c2coc3c(C(=O)NCc4ccccc4)cccc23)ccc1O	-7	12
3	COc1ccccc1C(=O)OCC(=O)Nc1ccccc1OC(F)F	-9	-10
4	CC(=O)Nc1ccc(NC(=O)CSc2nnc3ccc(-c4cccnc4)nn23)cc1	-1	8
5	CN(C)c1cccc(C(=O)N2CCCC(C(=O)c3cc(F)ccc3F)C2)c1 (stereo not given)	-14	0
6	O=C(CN(CC1CCCO1)C(=O)CCC(=O)Nc1ccccn1)NCc1ccccc1 (stereo not given)	7	2
7	O=C(COC(=O)COc1cccc2ccccc12)NCC(F)(F)F	3	-14
8	S=c1[nH]nc(-c2ccco2)n1/N=C/c1ccccc1Cl	-5	-9
9	Cc1ccc(NC(=O)CC(C)N2CCCC2)cc1 (stereo not given)	13	-5
10	COc1cc2nc(CN(C)Cc3ccc(F)cc3)[nH]c(=O)c2cc1OC	16	-11
11	Cc1cc(C(=O)COC(=O)C2=COCCO2)c(C)n1-c1ccc2c(c1)OCO2	-4	9
12	CCOC(=O)CCCCCC(=O)Nc1ccc2c(c1)C(=O)N([C@@H](C)CO)C[C@H](C)[C@H](CN(C)C(=O)NC(C)C)OCCCC[C@H](C)O2	13	8
13	Cc1oc(-c2ccccc2F)nc1CS(=O)CC(=O)NCc1ccc2c(c1)OCO2 (stereo not given)	0	-3
14	O=C(CN1CCCC1)Nc1ccc(F)cc1	8	9
15	Cc1ccc(NC(=O)COCC(=O)Nc2ccc(F)cc2)cc1	2	13
16	O=C(O)c1cn(Cc2ccccn2)c(=O)c2ccccc12	-10	6
17	CCCC(C)C(=O)Nc1ccc(S(=O)(=O)Nc2nccs2)cc1 (stereo not given)	6	-1
18	O=C1[C@H]2[C@@H](C3CC3)N3C(=O)CN(Cc4ccccn4)C(=O)[C@@]3(Cc3ccccc3)[C@H]2C(=O)N1c1ccccc1	-2	9
19	CCOc1ccc([C@@H]2CC=C(C(=O)O)[C@H](c3cccc(Cl)c3)N2S(=O)(=O)c2ccc(C)cc2)cc1	-13	1
20	CCOC(=O)C1C(C(=O)OCC)C(C)(C)C1N(C)C (stereo not given)	8	1

Among those listed so far, 3 have a furan ring, fused or not:
no.	SMILES	H9c2 TAG inh	H9c2 TAG inh DAPI viability
1	COc1ccc(NC(=O)C(c2ccc(OC)cc2)N(Cc2ccco2)C(=O)CC2NC(=O)NC2=O)cc1 (stereo not given)	-13	4
2	COc1cc(-c2coc3c(C(=O)NCc4ccccc4)cccc23)ccc1O	-7	12
8	S=c1[nH]nc(-c2ccco2)n1/N=C/c1ccccc1Cl	-5	-9

Other results follow:
no.	SMILES	H9c2 TAG inh	H9c2 TAG inh DAPI viability
21	OC[C@@H]1CN(Cc2ccc(-c3ccccc3)cc2)C[C@H](n2cnc3c(NC4CCC4)ncnc32)O1	16	-9
22	O=C(NC(=O)N1CCN(c2ccc([N+](=O)[O-])cn2)CC1)c1ccccc1F	8	5
23	COc1ccccc1N1CCN(C2CCCN(C(=O)CCc3cnn(C)c3)C2)CC1 (stereo not given)	-7	-2
24	Cc1noc(C)c1NC(=O)N(C)C[C@H]1Oc2c(NC(=O)Nc3ccc4c(c3)OCO4)cccc2C(=O)N([C@H](C)CO)C[C@@H]1C	6	-5
25	O=C(NCCc1ccccc1F)C1CC(O)CN1C(=O)Nc1ccccc1 (stereo not given)	1	-11
26	COc1ccc(Nc2nc(NCc3ccco3)nc(N3CCOCC3)n2)cc1	38	-19
27	CCCn1c(N)c(N(CCOC)C(=O)COC(=O)CSc2cc(C)c3ccccc3n2)c(=O)[nH]c1=O	5	-2
28	COc1ccc(/C=N/NC(=O)c2ccccc2Cl)cc1CSc1nc2ccccc2s1	21	-18
29	Cc1ccc(OCCC(=O)OCc2csc(CC(=O)Nc3ccccc3C)n2)cc1	5	-2
30	Nc1ccccc1NC1=CC(=O)CC(c2ccco2)C1 (stereo not given)	7	-2
31	CC(C)(C)C(=O)O/N=C1\CCS(=O)(=O)c2sccc21	-8	1
32	Cc1[nH]nc(-c2ccc(OCc3cnn(-c4ccccc4)c3)cc2O)c1Oc1ccc(F)cc1	-21	17
33	CCCCn1c(N)c(N(CCC(C)C)C(=O)c2c(CC)noc2C)c(=O)[nH]c1=O	-20	14
34	CSc1nccc(-c2nn(-c3ccc(C)cc3)ccc2=O)n1	30	-26
35	CC(=O)c1ccc(OCCCC(=O)NCCc2ccccc2)cc1	-5	4
36	Nc1c(Cl)cc(Cl)cc1C(=O)OCC(=O)N1CCOCC1	21	-1
37	CC(=O)N1CCN(C(=O)c2cc(-c3ccc(C)o3)nc3ccccc23)CC1	4	17
38	Cc1ccc(NS(=O)(=O)c2ccccc2[N+](=O)[O-])cc1S(=O)(=O)N1CCCCC1	7	3
39	CC1CC(Nc2ccccc2N)=CC(=O)O1 (stereo not given)	3	-2
40	N#Cc1cccc(NS(=O)(=O)c2ccccc2Cl)c1	2	5

4 compounds drawn at random from those above, as already listed:
no.	SMILES	H9c2 TAG inh	H9c2 TAG inh DAPI viability
3	COc1ccccc1C(=O)OCC(=O)Nc1ccccc1OC(F)F	-9	-10
33	CCCCn1c(N)c(N(CCC(C)C)C(=O)c2c(CC)noc2C)c(=O)[nH]c1=O	-20	14
5	CN(C)c1cccc(C(=O)N2CCCC(C(=O)c3cc(F)ccc3F)C2)c1 (stereo not given)	-14	0
36	Nc1c(Cl)cc(Cl)cc1C(=O)OCC(=O)N1CCOCC1	21	-1

The list continues:
no.	SMILES	H9c2 TAG inh	H9c2 TAG inh DAPI viability
41	O=c1[nH][nH]c(-c2ccccc2)c1C=Nc1ccccc1Cl	-9	7
42	N#Cc1c(-c2cccnc2)c2c([nH]c1=S)CCCC2	3	4
43	Cc1cccc(NC(=S)Nc2cccc3ccccc23)c1	-8	-3
44	COc1ccc(NC(=O)Cc2csc(NC(=O)Nc3ccccc3OC)n2)cc1	-30	73
45	O=C(O)CC1(CC(=O)Nc2ccc(Oc3cccc(C(F)(F)F)c3)nc2)CCCC1	11	-11
46	Cc1ccc(CN2CCNC(=O)C2CC(=O)NCc2cc(C)n(C)n2)cc1 (stereo not given)	-3	-2
47	Cc1cccc(/C=N/NC(=O)CC(=O)NCCc2ccccc2)c1	-7	-1
48	Cn1c(SCc2ccccc2)nccc1=O	8	3
49	NCCCCCNC(=O)c1[nH]cnc1C(=O)N[C@@H](Cc1ccccc1)C(=O)OCc1ccccc1	-4	5
50	O=C1c2cccnc2C(=O)N1c1ccccc1-c1ccccc1	-15	-8
51	COc1ccc(OCC(=O)N/N=C2/C=C(C)CC2)cc1	1	-8
52	CC(C)CCNC(=O)CN(CC1CCCO1)C(=O)CCC(=O)Nc1nccs1 (stereo not given)	9	-9
53	Cc1ccc(-c2csc(NS(=O)(=O)c3cccc(F)c3)n2)o1	1	2
54	COc1cccc(S(=O)(=O)N(C)C[C@@H]2Oc3ncc(C#CCN(C)C)cc3C(=O)N([C@H](C)CO)C[C@H]2C)c1	-17	7
55	O=C(NCCc1ccccc1)c1ccc(CS(=O)(=O)c2ccc(Cl)cc2)o1	-1	3
56	COc1cccc(NC(=O)Nc2ccc(CC(=O)O)cc2)c1	11	-12
57	CCn1cc(C(=O)O)c(=O)c2cc(F)c(N3CCN(C(=S)NC(=O)c4ccc(F)c(F)c4)CC3)cc21	21	1
58	COc1ccc(CN([C@H](C)CO)S(=O)(=O)N(Cc2ccccc2)[C@H](CO)C(C)C)cc1	21	-2
59	CCNc1nc(NCC)n2c(SCC(=O)O)nnc2n1	5	4
60	O=c1[nH]c2cc(Cl)cc(Cl)c2[nH]c1=O	0	1
61	CN(CCc1ccccc1)C1CCCN(S(=O)(=O)N(C)C)C1 (stereo not given)	-1	-3
62	CCCCc1nnc(NC(=O)Cc2ccc(OC)c(S(=O)(=O)N3CCOCC3)c2)s1	5	6
63	CC1CCN(C(=O)COC(=O)c2ccc(Cl)nc2)CC1	-1	-3
64	O=C(NCCc1ccccc1)c1ccc(NC(=O)C2CCCC2)cc1	-5	7
65	CC1(C(=O)Nc2ccc3c(c2)OCCO3)CCN1C(=O)Cc1cc(F)ccc1F (stereo not given)	1	3
66	COc1ccc(C(=O)C(Cc2cc(C(C)=O)ccc2OC)N2CCCC2)cc1 (stereo not given)	13	4
67	CCNc1nnc(SCC(=O)NC2CCCCCC2)s1	6	5
68	CC(C)(C)n1nc2c(c1NC(=O)Cc1ccc([N+](=O)[O-])cc1)CS(=O)(=O)C2	15	4
69	Cn1c(=O)cc(OCCCC(=O)NCCC2=CCCCC2)c2ccccc21	19	-8
70	COc1ccc(Cl)cc1S(=O)(=O)N1CCCC(C(=O)N2CCOCC2)C1 (stereo not given)	-4	-7
71	CCOC(=O)CSC1=C(C#N)C(c2ccc(Cl)cc2)CC(=O)N1 (stereo not given)	6	2
72	CCOC(=O)c1ccc(NC(=O)Nc2ccon2)cc1	39	-34
73	COc1ccc(OC)c(S(=O)(=O)NCc2cccnc2)c1	0	7
74	CCN(CC)S(=O)(=O)c1ccc2c(c1)nc(SCn1nnc3ccccc3c1=O)n2CC	25	-4
75	Cc1ccc(S(=O)(=O)N2CCC(C(=O)NCCCN3CCCC3=O)CC2)cc1	4	3
76	COc1ccc(CC(=O)OCC(=O)Nc2ccc(Cl)cn2)cc1	0	0
77	COc1ccc(S(N)(=O)=O)cc1C(=O)OCC(=O)N1CC(=O)Nc2ccccc21	9	-4
78	CC/C(=N\NC(=O)c1ccc(Br)cc1)c1ccccc1	9	-5
79	O=C1C(C=NCCCN2CCOCC2)=C(O)c2ccccc21	3	0
80	O=C(CSc1nnc(SCc2ccc(Cl)cc2)s1)N1CCN(C(=O)c2ccco2)CC1	-7	5
81	O=C(CCN1CCN(c2ccccc2)CC1)NNC(=S)Nc1ccccc1	-3	-3
82	Cc1cc(C(=O)OCC(=O)N(C)C2CCS(=O)(=O)C2)c(C)n1-c1ccccc1 (stereo not given)	-16	-2
83	C[C@H]1Cn2cnc(C(=O)NCC(=O)OC(C)(C)C)c2C(=O)N1	4	5
84	CCN(CC)CCNC(=O)c1cccc(NC(=O)C(=O)c2ccccc2NC(C)=O)c1	10	8
85	COc1ccc(O)c(-c2cn[nH]c2-c2cccs2)c1	8	-4
86	O=C(Nc1ccc2c(c1)OCCO2)C1CCCN(S(=O)(=O)c2cccnc2)C1 (stereo not given)	-9	6
87	Cc1ccnc(NC(=O)CNC(=O)c2ccc3ccccc3c2)c1	-5	4
88	COC(=O)C1=C[C@@H](C(=O)OC)C2C3=C(C(=O)C24CCCCC4)[C@H](C)n2c(=O)n(C)c(=O)n2[C@@H]3C1 (stereo not given in full)	-2	-2
89	CCN1C(=O)[C@H]2[C@@H](c3ccc(-c4ccc(C(C)=O)cc4)c(OC)c3)N[C@@](Cc3ccccc3)(C(=O)OC)[C@H]2C1=O	-4	13
90	C[C@H](O)[C@@H]1CN2CCc3c([nH]c4ccc(-c5ccc6c(c5)OCO6)cc34)[C@@H]2C[C@@H]1N(C)C(=O)NC1CCCCC1	49	1

The list continues:
no.	SMILES	H9c2 TAG inh	H9c2 TAG inh DAPI viability
91	COc1cccc(Cn2cnc3c([N+](=O)[O-])c(C)c(C)cc32)c1	-7	0
92	Cc1cc(C)c2nc(NC(=O)C3CCCO3)sc2c1 (stereo not given)	15	0
93	Cn1c(SCc2nc(-c3ccccc3)no2)nnc1-c1ccco1	-10	5
94	Cc1ccccc1Nc1nc(-c2ccccc2)c(C(=O)Nc2cccnc2)s1	-20	10
95	COc1ccc(NC(=O)Cn2c(C)csc2=O)c(OC)c1	-9	0
96	COc1ccc(-c2csc(NC(=O)CN3C(=O)C4CC=CCC4C3=O)n2)cc1 (stereo not given)	36	11
97	COC(=O)Cc1cc(=O)oc2cc(O)ccc12	-12	38
98	Cc1nn(C)c(C)c1NC(=O)Nc1cccc(C(F)(F)F)c1	0	6
99	C/C(=N\NC(=O)c1cccc([N+](=O)[O-])c1)c1cccc(NC(=O)C2CC2)c1	-23	17
100	O=C(CSc1nc2ccccc2s1)NCc1cc([N+](=O)[O-])ccc1O	-8	4
101	COc1cccc(NC(=O)Nc2nnc(N3C(C)CCCC3C)s2)c1 (stereo not given)	21	-10
102	Cc1ccc2c(c1)NC(=O)C(CC(=O)NCc1cccnc1)O2 (stereo not given)	6	-12
103	CC(C)(C)OC(=O)C[C@@H]1C/C=C\C[C@H](CC(=O)N[C@H](CO)Cc2ccccc2)C(=O)N[C@H](C(C)(C)C)COC1=O	-1	3
104	O=C(CSc1cccc[n+]1[O-])N1CCc2ccccc21	14	-12
105	CCCN1CCN(C(=O)c2cccc3c2C(=O)N(CCOC)C3)CC1	6	-1
106	CCCCN(C(=O)c1cc(-c2ccncc2)nc2ccccc12)c1c(N)n(CC(C)C)c(=O)[nH]c1=O	-2	-14
107	O=C(NCCO)C1COc2ccccc2O1 (stereo not given)	-6	-1
108	COc1ccc(COCC(O)CN2CCN(S(=O)(=O)c3ccc(C(C)C)cc3)CC2)cc1 (stereo not given)	-9	3
109	CC(=O)C(/C=N/c1ncc(C(F)(F)F)cc1Cl)=C(\C)O	5	-7
110	C=C(C)CNC(=S)N/N=C(\C)c1cccc(NC(C)=O)c1	23	-28
111	COc1ccc(C(=O)CSc2nnc(CC(=O)Nc3ccccc3OC)n2C)cc1	-61	6
112	O=C(C1CCN(C2CCN(C/C=C/c3ccccc3)CC2)CC1)N1CCOCC1	20	0
113	COc1ccc(CC(=O)N(C)Cc2cccc(OC)c2OC)cc1S(=O)(=O)N1CCOCC1	-8	2
114	COc1ccc(/C=C(/NC(C)=O)C(=O)O)cc1	-18	-2
115	Cc1ccc(-c2ccc(CN3C(CC(C)C)C(=O)N(Cc4cn(Cc5ccco5)nn4)CCS3(=O)=O)cc2)cc1 (stereo not given)	9	2
116	Cc1ccc(C)c(NC(=S)N(CCc2ccncc2)C(C)C)c1	-7	1
117	O=C(O)c1ccc2c(c1)C(=O)N(Cc1ccco1)C2=O	-5	2
